# Cardiac RTF inh = cardiac RTF calcium desensitization | IANBD-labeled cardiac RTF, Ca2+ fluorescence | inhibition, % at 7.15 µM | 0.12% of 340,000 active | AID 493244;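 active = inhibition above the mean inhibition of all tested compounds plus 3 SD, cut at about 17% in these data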;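 also: assay run at fixed EC70 calcium of 1.6 mM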
# PKA-R2B act = activators of human PKA-R2B complex; P22694+P31323; PKA-R2B holoenzyme dissociation, Cy5-IP20 fluorescence polarization; R2B truncated from residue 108, S112A mutant; 0% DMSO only, 100% 113 µM cGMP; activation, % at 11.4 µM; 0.079% of 340,000 active;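 active = activation above a cutoff set at the mean over all compounds plus 3 SD, cut at about 18% in these data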;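 also: higher means more holoenzyme dissociation and a rise in polarization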
# Target sequence (P31323 whole entry, looked up, other chains not shown, the tested form may be a part): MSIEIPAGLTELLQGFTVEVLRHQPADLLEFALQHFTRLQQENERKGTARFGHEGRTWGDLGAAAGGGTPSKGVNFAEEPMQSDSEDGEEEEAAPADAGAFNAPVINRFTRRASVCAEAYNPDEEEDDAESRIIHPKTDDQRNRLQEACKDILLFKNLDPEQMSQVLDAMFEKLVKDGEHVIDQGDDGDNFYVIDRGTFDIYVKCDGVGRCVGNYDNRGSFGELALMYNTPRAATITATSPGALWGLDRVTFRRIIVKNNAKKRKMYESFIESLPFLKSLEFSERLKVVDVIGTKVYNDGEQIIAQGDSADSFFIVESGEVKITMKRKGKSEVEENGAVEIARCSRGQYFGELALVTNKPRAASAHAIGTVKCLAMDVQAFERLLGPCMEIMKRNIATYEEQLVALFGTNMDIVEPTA
# Keap1 Nrf2 FP = Keap1-Nrf2 (human) interaction inhibition. Keap1 Kelch-Nrf2 peptide fluorescence polarization, 1536-well. inhibition, % at 9.4 µM. 0.15% of 340,000 active. AID 504523; in the data active = inhibition above about 12%;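 also: human Keap1 Kelch domain with fluorescein labeled Nrf2 9mer peptide probe; 0% = neutral control wells and 100% = peptide positive control; higher means more block of Keap1 binding to Nrf2 peptide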
# SR-BI uptake up = SR-BI HDL lipid transfer activation; CHO ldlA[mSR-BI] cells, DiI-HDL uptake fluorescence, 3 h; 100 = double the neutral-control signal; activation, % at 12.5 µM; 0.096% of 320,000 active;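 active = mean replicate activation of at least 60% and every replicate at or above 60%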;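 also: 0% = median plate neutral-control signal and 100% = twice that signal; values of inactives mirror those of a sister screen read the other way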
#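 System: CHO ldlA[mSR-BI] cells / Medium: HEPES-buffered (25 mM, pH 7.4) F12 plus 0.5% BSA / Probe or stimulus: labelled HDL, 10 µg/mL / Doses: single compound concentration, delivered by pin transfer / Schedule: 3 h, 37 °C / Measured by: DiI fluorescence, bottom read / Measure: cell-associated DiI fluorescence as measure of HDL uptake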
# DAGLB inhibitor = diacylglycerol lipase beta (human) inhibition; Q8NCG7; HEK293T DAGLB membrane lysate, EnzChek fluorogenic substrate; inhibition, % at 5.17 µM; 0.059% of 340,000 active; in the data active = inhibition above about 34%;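 also: 0% = enzyme with vehicle and 100% = wells lacking enzyme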
# Target sequence (Q8NCG7 whole entry, looked up): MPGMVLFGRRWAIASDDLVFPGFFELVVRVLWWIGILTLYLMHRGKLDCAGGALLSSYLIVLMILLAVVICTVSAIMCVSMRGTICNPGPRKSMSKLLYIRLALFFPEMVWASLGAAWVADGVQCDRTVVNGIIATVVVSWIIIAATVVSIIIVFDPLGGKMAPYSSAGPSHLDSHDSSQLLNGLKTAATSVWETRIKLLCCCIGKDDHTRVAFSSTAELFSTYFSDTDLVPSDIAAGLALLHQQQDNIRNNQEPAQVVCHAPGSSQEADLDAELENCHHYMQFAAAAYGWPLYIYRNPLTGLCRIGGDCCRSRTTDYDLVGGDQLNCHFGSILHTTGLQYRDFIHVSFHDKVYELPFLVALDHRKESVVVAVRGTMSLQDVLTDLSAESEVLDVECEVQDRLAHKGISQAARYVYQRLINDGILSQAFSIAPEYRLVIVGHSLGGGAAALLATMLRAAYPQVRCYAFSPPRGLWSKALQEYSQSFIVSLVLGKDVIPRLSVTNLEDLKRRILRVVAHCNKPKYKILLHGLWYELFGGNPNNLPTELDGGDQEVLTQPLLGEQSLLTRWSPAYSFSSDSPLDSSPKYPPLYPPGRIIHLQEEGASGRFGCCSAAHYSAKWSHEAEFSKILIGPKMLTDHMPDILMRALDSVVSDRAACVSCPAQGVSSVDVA
# NSD2 inh = NSD2 (human) methyltransferase inhibition; 0.54% of 310,000 active; O96028; NSD2 peptide methylation, AlphaScreen, 120 min; inhibition, % at 12.5 µM; AID 743445; in the data active = inhibition above about 50%
# LANA DNA inh = KSHV C-LANA DNA binding inhibition | MBP-C-LANA/FAM-LBS DNA binding, fluorescence polarization | inhibition, % at 9 µM | 0.078% of 340,000 active;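 active = highest replicate inhibition at or above 60% at 9 µM, even if other replicates fall short; inactive = all replicates below 60% inhibition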;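 also: 0% = neutral control wells and 100% = 4 µM acridine orange control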
# PvdQ acylase = blocks Pseudomonas aeruginosa PvdQ acylase activity. inhibition, % at 10 µM. AID 488965. 0.063% of 340,000 active. purified PvdQ acylase, fluorescence plate reader; in the data active = inhibition above about 30%, passing the limit was not always enough;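 also: 0% = vehicle neutral wells and 100% = reference inhibitor wells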
# SR-BI DiI inh = inhibitors of mouse SR-BI mediated HDL lipid uptake; ldlA[mSR-BI] CHO cells, DiI-HDL uptake fluorescence, 3 h; inhibition, % at 12.5 µM; 0.96% of 320,000 active; AID 488896;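 active = mean replicate inhibition of at least 70% and a set share of replicates each scoring 70 or more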;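 also: 0% = median of neutral control wells and 100% = median of positive control wells; values of inactives mirror those of a sister screen read the other way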
# Arr AP2 block = inhibitors of human beta-arrestin and AP2 interaction; AID 504490; inhibition, % at 10 µM; 0.31% of 340,000 active; FITC-arrestin peptide / GST-AP2 beads, flow cytometry; AP2 beta2 appendage carries R879A mutation;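 active = inhibition above a set limit, near 3 SD of compounds lacking own fluorescence, cut at about 54% in these data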;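 also: plate controls were DMSO wells for no effect and 5 µM unlabelled arrestin peptide for full effect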
#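 Material – GST-tagged AP2 beta2-adaptin appendage (R879A) on 4 µm glutathione beads · Probe or stimulus – fluorescein-tagged arrestin peptide at 50 nM final · Timing – 12 min plus 1 h, RT · Detection – bead flow cytometry, FITC channel · Read-out basis – inhibition as reduced fluorescein signal on beads, percent · Medium – PBS plus Tween 20 (0.05%) and BSA (0.1%)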
# * hit, by the source's call; x = not tested or not shown.
SMILES,Cardiac RTF inh,PKA-R2B act,Keap1 Nrf2 FP,SR-BI uptake up,DAGLB inhibitor,NSD2 inh,LANA DNA inh,PvdQ acylase,SR-BI DiI inh,Arr AP2 block
COc1ccc(-c2nnn(CC(=O)N(Cc3cccs3)C(C)C(=O)NCCC(C)C)n2)cc1OC (configuration not stated),3,-1,-5,-44,-3,-1,0.3,-11,44,-9
CCN(CC)C1CCN(C(=O)c2cc(COc3ccc(F)cc3Cl)on2)C1 (configuration not stated),-6,-3,-2,x,3,10,-1.1,-2,x,9
CCOC(=O)C1(CCc2ccccc2)CCN(Cc2cc(OC)c(OC)cc2OC)CC1,-12,-5,2,9,-1,3,2.2,-15,-9,-9
O=C(Cc1cccs1)N/N=C/c1ccccc1,x,x,-5,26,x,-2,0.6,-11,-26,-13
CC(C)CN(C(=O)COC(=O)c1cccn1C)c1c(N)n(Cc2ccccc2)c(=O)[nH]c1=O,2,3,-1,17,1,x,-0.3,-6,-17,-5
N/C(=N\OC(=O)Oc1ccccc1)c1ccc(Cl)cc1,-4,1,0,18,4,-2,-1.4,-4,-18,11
N#CCCn1ccc(NC(=O)c2ccc(Cl)cc2)n1,-3,-1,-6,8,1,0,1.0,-3,-8,-5
Brc1ccc(-c2csc(NC3=NCCCCC3)n2)cc1,-7,5,-1,0,-2,4,-4.5,-6,0,41
CC(C)(C)n1nc2c(c1NC(=O)c1cccs1)CS(=O)C2 (configuration not stated),-1,-19,5,-5,-1,-7,1.6,-9,5,-5
C=CCOc1ccccc1CN1CCC(Oc2ccc(C(=O)N3CCCC3)cc2)CC1,-9,1,-1,-25,0,13,0.9,1,25,28
Cc1ccc2oc(=O)c3cnn(CC(=O)NC4CCCCC4C)c3c2c1 (configuration not stated),-6,1,1,8,1,x,-2.0,2,-8,6
O=C1CC(N2CCN(c3ccccn3)CC2)C(=O)N1CC(c1ccccc1)c1ccccc1 (configuration not stated),-7,-3,-1,-16,-2,1,2.0,4,16,29
O=c1[nH]cnc2sc3c(c12)CCCCC3,-8,5,2,x,-2,x,0.8,9,x,36
CCN(CC(=O)Nc1cc(Cl)ccc1C)C(=O)CSCc1ccccc1,-5,5,1,-5,-1,-3,-1.4,-7,5,23
COc1cccc(/C=N/NC(=O)CO/N=C(\C)c2cccs2)c1OC,-9,4,1,23,-6,0,-1.8,-5,-23,9
COc1ccccc1NS(=O)(=O)c1ccc(Cl)c(NC(=O)c2sc3cc(Cl)ccc3c2Cl)c1,13,-2,3,-51,0,2,-1.1,3,51,-8
O=C1C(=Cc2ccco2)CCCC1=Cc1ccco1,-19,1,-6,-20,-13,22,3.9,-2,20,12
CCN(CC)S(=O)(=O)c1ccc(N2CCOCC2)c(NC(=O)c2ccc3ccccc3c2)c1,7,-7,-3,13,-4,2,-0.3,7,-13,2
CCCCNC(=O)CCCCCNS(=O)(=O)c1ccc(OC)cc1,-5,3,-3,-8,-2,0,-0.6,-1,8,24
Oc1ccc(Br)cc1-c1ccn[nH]1,16,-15,-4,2,-2,-2,0.2,22,-2,35
O=C(Nc1cccc(-c2nnco2)c1)c1cccs1,-8,0,0,8,1,-1,0.0,10,-8,27
Cc1ccc(S(=O)(=O)NC(C(=O)Oc2ccc3ccc(=O)oc3c2)c2ccccc2)cc1 (configuration not stated),0,-8,-19,14,3,-4,0.0,-18,-14,2
O=C(Nc1cccc(S(=O)(=O)N2CCOCC2)c1)c1ccc(Cl)c([N+](=O)[O-])c1,-3,2,1,-35,-1,0,-0.9,-13,35,-10
COc1cccc(NC(=O)COC(=O)CNS(=O)(=O)c2c(F)cccc2F)c1,8,-9,5,-10,-3,-1,2.0,-8,10,-6
CCOc1ccc(C(C(=O)NCC2CCCO2)N(Cc2cccs2)C(=O)c2snc(C(N)=O)c2N)cc1 (configuration not stated),-4,1,0,9,2,0,-0.3,-10,-9,2
O=C(CCC(=O)N1CCN(C2CCCCC2)CC1)Nc1nnc(C(F)(F)F)s1,6,-8,0,11,1,-2,1.9,6,-11,19
CCSc1nnc(NC(=O)CCc2ccc(OC)cc2)s1,1,-12,-6,0,-3,0,-1.6,4,0,4
CC1Cc2ccccc2N1C(=O)COC(=O)CNC(=O)c1ccc(Br)o1 (configuration not stated),-15,-12,-1,-25,-1,-1,-0.1,-4,25,-5
COCCCNCC(=O)Nc1sc(C)c(C)c1C(=O)OC,-6,-2,3,-9,-7,0,-0.9,0,9,-1
O=c1onc(-c2ccccc2Cl)n1-c1ccccc1Cl,3,3,3,x,-2,1,-1.2,-8,x,28
CCCNc1c(NS(=O)(=O)c2ccc(C(C)(C)C)cc2)c(=O)oc2ccccc12,-4,13,-1,20,0,-1,-0.9,-9,-20,0
CCC1CCCCN1CCCNC(=O)C1CCN(Cc2nc(-c3ccc(Cl)cc3)oc2C)CC1 (configuration not stated),-14,-9,-4,14,0,5,0.5,-8,-14,8
O=C(CCCCC(=O)NC1CCCC1)NC1CCCC1,-12,-5,2,8,2,-3,0.6,-10,-8,-7
Cn1c(C(O)c2ccc(Cl)cc2)nc(Cl)c1Cl (configuration not stated),0,-3,-2,6,-3,0,0.9,-14,-6,-2
COc1ccc(N/C=C2/CCCCC2=O)cc1,-16,-16,-4,-8,1,5,-0.1,-3,8,15
O=C(CSc1nnc(COc2ccc(Br)cc2)o1)NC1CCCCC1,-14,2,3,10,0,4,-0.5,-10,-10,16

# Structural class, the compounds so far with an NH in an aromatic ring (three)
SMILES,Cardiac RTF inh,PKA-R2B act,Keap1 Nrf2 FP,SR-BI uptake up,DAGLB inhibitor,NSD2 inh,LANA DNA inh,PvdQ acylase,SR-BI DiI inh,Arr AP2 block
CC(C)CN(C(=O)COC(=O)c1cccn1C)c1c(N)n(Cc2ccccc2)c(=O)[nH]c1=O,2,3,-1,17,1,x,-0.3,-6,-17,-5
O=c1[nH]cnc2sc3c(c12)CCCCC3,-8,5,2,x,-2,x,0.8,9,x,36
Oc1ccc(Br)cc1-c1ccn[nH]1,16,-15,-4,2,-2,-2,0.2,22,-2,35

# Next part:
SMILES,Cardiac RTF inh,PKA-R2B act,Keap1 Nrf2 FP,SR-BI uptake up,DAGLB inhibitor,NSD2 inh,LANA DNA inh,PvdQ acylase,SR-BI DiI inh,Arr AP2 block
COc1ccc(/C=N/Nc2ccc(C(F)(F)F)cc2[N+](=O)[O-])cc1,0,-8,-2,-4,-2,-2,0.1,5,4,31
Cn1nccc1C(=O)N/N=C/c1cccnc1,-1,-1,0,15,1,1,0.0,-3,-15,-5
Cc1ncc(CO)c2c1Oc1nc(-c3ccccc3)nc(SCC(=O)N3CCCCC3)c1C2,-11,-4,-1,24,5,11,-0.9,-9,-24,2
CC1Sc2ccc(S(=O)(=O)CCC(=O)NC3CCCCC3C)cc2NC1=O (configuration not stated),-7,-2,-7,-8,1,0,0.3,8,8,6
COC(=O)C1=CN(Cc2cccs2)C=C(C(=O)OC)C1c1cccc(O)c1,0,-5,-6,-10,1,-27,0.8,-22,10,5
CCOC(=O)Cc1nc(-c2cccc(C(F)(F)F)c2)no1,1,-6,-2,-1,-8,0,-1.1,-8,1,12
Cc1ccc(SC(C)C(=O)O/N=C(\N)c2ccncc2)cc1 (configuration not stated),9,3,-3,-4,-7,-4,0.6,8,4,24
Cc1cc(C)cc(N(CC(=O)NC2CCCC2)C(=O)CCC(=O)Nc2nccs2)c1,6,-12,0,4,0,0,2.8,-18,-4,-13
O=C(CNC(=O)c1ccco1)N=Nc1c(O)[nH]c2ccc([N+](=O)[O-])cc12,-8,-9,-4,x,8,11,-0.8,-11,x,-16
N#CCSc1nnc(COc2cccc3ccccc23)n1-c1cccc(Cl)c1,-6,1,-3,-6,0,4,-0.2,-12,6,-1
COc1cc(/C=C(\C#N)C(N)=O)ccc1OCc1c(C)no[n+]1[O-],3,-4,-2,-4,-1,-2,0.9,-4,4,-8
Cc1ccc(-c2csc3ncnc(Oc4ccc5c(C)cc(=O)oc5c4)c23)cc1,8,-3,0,-45,1,1,0.8,4,45,26
O=C(NCc1ccccc1Cl)C1CCN(S(=O)(=O)c2ccc(-n3cnnn3)cc2)CC1,-18,-1,2,x,0,4,2.1,-17,x,-11
CCCCNC(=O)C1CC(c2ccccc2[N+](=O)[O-])=NO1 (configuration not stated),-5,-1,-3,24,0,x,0.5,-6,-24,-1
O=C(COC(=O)c1cccc2c1C(=O)c1ccccc1C2=O)NC1CCCCC1,2,-8,-2,-8,1,7,0.7,2,8,10
Cc1ccc(S(=O)(=O)NCCC(=O)O)cc1,4,5,4,x,0,0,0.0,2,-28,5
COc1nc(NC(=O)c2ccc(F)cc2)nc(OC)c1-c1ccccc1,-6,-8,4,x,-5,-2,-1.1,-2,x,21
COc1cc(C)c(C(=O)Oc2cc(C)c(C(=O)O)c(O)c2)c(O)c1,-2,2,0,5,9,x,2.1,-14,-5,-3
CCc1cc2c(NCC3CCCO3)nc(C)nc2s1 (configuration not stated),-1,-1,-3,-13,2,-4,0.5,10,13,2
COC(CN(C)C(=O)c1cn(C)c2ccc(S(=O)(=O)N(C)C3CCCCC3)cc2c1=O)OC,-2,-2,-4,5,-2,-4,-0.3,-10,-5,-7
COc1cc(CN(C2CC2)S(=O)(=O)c2ccccc2Br)cc(OC)c1,-4,-7,-3,-8,-13,x,0.9,2,8,-1
Cn1c(CNC(=O)c2ccco2)nnc1SCC(=O)Nc1cccc(F)c1,1,0,4,-14,4,1,1.3,-14,14,-7
CC(OC(=O)C1CCCCC1)C(=O)Nc1ccc(S(N)(=O)=O)cc1 (configuration not stated),0,2,-3,13,3,-1,0.7,-2,-13,26
COc1cc(OC)c(OC)cc1CN1CCN(C(=O)c2cccc3ccccc23)CC1,2,-4,-3,-1,-2,3,-0.5,-3,1,42
Cc1ccc(NC(=O)c2ccccc2NS(=O)(=O)c2ccc(Cl)s2)cc1S(=O)(=O)N1CCOCC1,2,4,-5,-23,11,3,2.9,-2,23,-4
CCCCC(=O)Nc1ccc(C(=O)Nc2ccc(OC)cc2[N+](=O)[O-])cc1,-70,7,-3,x,1,0,0.9,-9,x,-7
CCCN(CCC)S(=O)(=O)c1ccc(C(=O)Nc2c(C)n(C)n(-c3ccccc3)c2=O)cc1,-3,-5,-6,-8,0,0,-0.2,-18,8,-19
CC(=O)Oc1ccc(-n2c(=O)c3ccccc3c3ccccc3c2=O)cc1,-2,8,-5,13,-1,-3,2.2,7,-13,19
CN(CC(=O)Nc1ccccc1Cl)C(=O)COC(=O)CSc1ccc(F)cc1,-14,-5,0,43,0,2,1.4,-11,-43,-1
CN(C)c1ccc(NC(=O)c2cccc(N3C(=O)C4C5C=CC(C5)C4C3=O)c2)cc1 (configuration not stated),-6,-3,-3,-16,-5,5,-0.6,-7,16,9

# Bioassay records as filed in PubChem BioAssay.
